TCR CD3 inh – inhibitors of human TCR-CD3 interaction, primary screen, biochemical, fluorescence, TAMRA-labeled TCR probe; T-cell receptor (TCR); inhibition, % at 9.4 µM; 360,000 tested, 0.37% active; AID 651800, 2012; in the data active = inhibition above about 19%;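 note: recombinant mutant TCR 2C K166C tagged with TAMRA read by polarization; 0% = receptor in buffer alone and 100% = receptor with positive control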
NPR2 activator – human GC-B receptor activators, primary screen, HEK293 GC-B cells, cGMP TR-FRET, EC30 CNP. 370,000 tested, 0.11% active. AID 1920062, 2024. Atrial natriuretic peptide receptor 2 (Homo sapiens), P20594. activation, % at 10 µM. 0% at EC30 CNP, 100% saturating CNP;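 active = activation at 10 µM reaching about 35% in either raw or pattern-adjusted values, limit read from the data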
ABHD4 inh – ABHD4 inhibitors, primary screen, biochemical, fluorescence polarization, mouse; (Lyso)-N-acylphosphatidylethanolamine lipase (Mus musculus), Q8VD66; purified mABHD4, FP-Rh probe fluorescence polarization; inhibition, % at 8.92 µM; 370,000 tested, 0.54% active; AID 720543, 2013;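 active = inhibition exceeding the mean over every tested compound plus 3 SD, cut at about 30% in these data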;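 note: 0% = plate median of compound wells and 100% = S159A mutant with DMSO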
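Test system: mouse ABHD4 enzyme, wild type. Reagent: FP-Rh fluorescent activity-based probe, added after compound pre-incubation. Timing: pre-incubation 45 min, probe exposure 60 min, at 25 °C. Technique: FP readout, ex 525 nm / em 598 nm. Benchmarks: high control S159A mutant with DMSO, low control median of compound wells.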
HTRA1 inh – HTRA1 serine protease inhibitors, primary screen, biochemical, fluorescence polarization, HTS; Q92743; recombinant HTRA1, FP-rhodamine activity-based probe; inhibition, % at 5.96 µM; 340,000 tested, 0.5% active; AID 504803, 2011; in the data active = inhibition above about 36%;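 note: 0% = enzyme with DMSO and 100% = wells lacking enzyme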
Target sequence (Q92743 whole entry, looked up): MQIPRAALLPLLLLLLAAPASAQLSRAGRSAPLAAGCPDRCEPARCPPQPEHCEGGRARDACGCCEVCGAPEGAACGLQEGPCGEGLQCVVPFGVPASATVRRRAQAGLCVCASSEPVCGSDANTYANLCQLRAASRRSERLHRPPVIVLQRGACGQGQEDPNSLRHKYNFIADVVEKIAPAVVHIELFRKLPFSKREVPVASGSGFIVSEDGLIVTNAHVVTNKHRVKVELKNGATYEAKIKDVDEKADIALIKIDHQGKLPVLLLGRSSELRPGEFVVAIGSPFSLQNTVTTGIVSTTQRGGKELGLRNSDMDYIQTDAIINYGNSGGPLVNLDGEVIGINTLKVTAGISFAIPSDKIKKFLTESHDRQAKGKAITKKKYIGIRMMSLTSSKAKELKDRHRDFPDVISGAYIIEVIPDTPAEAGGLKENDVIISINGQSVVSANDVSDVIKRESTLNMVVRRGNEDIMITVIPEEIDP
rCAG binder – binders of r(CAG) RNA repeats, primary screen, biochemical, fluorescence; 370,000 tested, 1.3% active; inhibition, % at 3 µM; r(CAG) RNA repeat, TO-PRO-1 dye displacement fluorescence;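 active = inhibition above the plate cutoff, the mean of all test compounds on that plate plus 3 SD, cut at about 35% in these data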;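 note: 0% = DMSO alone and 100% = 100 µM mitoxantrone as full dye displacement; higher means more dye released from RNA so lower well fluorescence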
LEDGF integ inh – blockers of LEDGF/p75-dependent integrase strand transfer – biochemical, TR-FRET, high throughput, primary screen; inhibition, % at 3.7 µM; AID 743269, 2014; 370,000 tested, 0.64% active; HIV-1 integrase (with human LEDGF/p75); TR-FRET IN-LEDGF/p75 DNA integration, Eu/Cy5;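 active = inhibition above the screen-wide mean plus 3 SD, cut at about 13% in these data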;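 note: signal is the Cy5 over europium emission ratio at 671 and 618 nm; 0% = plate median of compound wells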
TDP2 absorb – human TDP2 enzyme inhibitors, primary screen, biochemical, epi absorbance, recombinant enzyme. T5PNP hydrolysis, p-nitrophenol absorbance 415 nm. Tyrosyl-DNA phosphodiesterase 2 (Homo sapiens), O95551. inhibition, % at 12.8 µM. 370,000 tested, 0.34% active. AID 720702, 2013;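 active = inhibition above the mean of all tested compounds plus 3 SD, set per campaign, cut at about 25% in these data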;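 note: 0% = DMSO with enzyme and 100% = buffer with substrate but no TDP2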
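Test system: Human TDP2 enzyme | Reagent: 5 mM T5PNP | Compound dosing: 12.8 µM single point, 1% DMSO | Incubation: Enzyme reaction with compound for 2 h at 37 °C | Technique: p-Nitrophenol epi absorbance | Read-out: % inhibition relative to enzyme-containing and enzyme-free wells | Benchmarks: High control without enzyme, low control DMSO plus TDP2 | Replicates: Singlicate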
MBD2 DNA inh – inhibitors of MBD2 binding to methylated DNA, primary screen, biochemical, TR-FRET, DNA-binding domain, human; Methyl-CpG-binding domain protein 2 (Homo sapiens), Q9UBB5; MBD2 binding to methylated oligonucleotide; 370,000 tested, 0.31% active; inhibition, % at 4.4 µM; in the data active = inhibition above about 13%
PRMT1 inh – PRMT1 methyltransferase inhibitors, primary screen, biochemical, fluorescence polarization; inhibition, % at 2.79 µM; recombinant PRMT1, activity-based probe fluorescence polarization; 370,000 tested, 1.3% active;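 active = inhibition above about 21% made by adding two undisclosed values, limit read from the data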
Target sequence (Q99873 whole entry, looked up): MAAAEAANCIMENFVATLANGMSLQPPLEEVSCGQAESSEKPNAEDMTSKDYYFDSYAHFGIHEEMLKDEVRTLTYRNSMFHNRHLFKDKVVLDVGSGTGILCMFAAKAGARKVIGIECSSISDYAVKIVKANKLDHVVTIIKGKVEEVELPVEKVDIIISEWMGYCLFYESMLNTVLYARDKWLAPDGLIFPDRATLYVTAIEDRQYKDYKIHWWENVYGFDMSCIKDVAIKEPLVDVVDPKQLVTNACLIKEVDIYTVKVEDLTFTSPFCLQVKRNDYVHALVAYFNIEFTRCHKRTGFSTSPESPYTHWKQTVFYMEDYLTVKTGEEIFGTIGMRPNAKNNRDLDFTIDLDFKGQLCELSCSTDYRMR
SIAE primary – human SIAE inhibitors, primary screen, biochemical, fluorescence polarization, FP-Rh probe, 1536-well HTS. Sialate O-acetylesterase (Homo sapiens), Q9HAT2. SIAE FP-Rh probe binding. inhibition, % at 9.66 µM. 370,000 tested, 0.69% active. AID 1053197, 2014;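 active = inhibition above a cutoff: mean of compounds within the control limits plus 3 SD of those, cut at about 17% in these data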;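 note: 0% = plate median of compound wells and 100% = probe without SIAE protein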
An asterisk follows results filed as active; . = not tested or not shown. Not all compounds are listed (hit frequency here may not be typical).

SMILES	TCR CD3 inh	NPR2 activator	ABHD4 inh	HTRA1 inh	rCAG binder	LEDGF integ inh	TDP2 absorb	MBD2 DNA inh	PRMT1 inh	SIAE primary
CCn1cc(C(=O)N2CCN(Cc3ccc(C)cc3)CC2)c(=O)c2ccc(C)nc21	.	-6	4	.	4	-1	-5	-1	-3	0
CCCCCc1nc2sc3c(c2c(=O)n1NC(=O)c1ccc([N+](=O)[O-])cc1)CC(C)(C)OC3	5	-3	1	-7	20	2	-2	2	2	-1
Cc1ccc(C23CC4CC(CC(NC(=O)NN)(C4)C2)C3)cc1	-3	0	-4	-26	-3	1	4	2	-2	2
COc1ccc(C(=O)N2CCC(C(=O)Nc3cccc(C)c3)CC2)cc1OC	4	0	-10	2	-8	-3	4	-1	-2	10
Cc1c(C)c2ccc(OCC(=O)NCCN3CCOCC3)c(C)c2oc1=O	1	-1	2	-5	-8	1	6	0	-2	1
O=C(Nc1nnc(-c2ccccc2)o1)NC1CCCCC1	-2	0	7	-2	-4	-2	-8	-1	2	2
CCN1CCN(c2nc3c(C)cccn3c(=O)c2C=C(C#N)C#N)CC1	-3	-7	9	1	-20	4	5	-9	21	-4
Cc1ccccc1OCc1n[nH]c(=S)n1Cc1ccccc1	-7	6	-5	0	7	-7	-17	2	14	0
CC(=O)Nc1ccc(C)cc1	-1	-8	0	5	2	4	4	-2	-1	0
CCCc1ncc(CN2CCCC(C(=O)Nc3ccc(-c4cccc(OC)c4)cc3)C2)cn1 (centres undefined)	3	1	-5	-22	0	0	6	0	-1	-9
CCCn1cnc2sc(C(N)=O)c(C)c2c1=O	4	6	-3	1	-1	-2	-4	-2	3	3
O=C(C1CSC2(c3ccc(F)cc3)CCC(=O)N12)N1CCCCCC1 (centres undefined)	0	-4	-3	-7	-1	2	-2	2	0	-1
COc1ccc(-n2c(SCC(=O)Nc3ccccc3-c3ccccc3)nnc2-c2ccccc2)cc1	.	-16	-13	.	8	0	-6	4	3	-11
C[C@H](NC(=O)c1[nH]cnc1C(=O)Nc1ccon1)c1ccccc1	5	2	3	-11	0	0	9	0	-2	1
O=P(c1ccccc1)(c1ccccc1)C(O)c1cccs1 (centres undefined)	-3	-1	1	1	0	6	-3	-3	-6	-1
O=S(=O)(c1cccs1)N1CCN(c2cccc(Cl)c2)CC1	-5	4	-4	-10	-1	-4	2	0	0	8
CCOC(=O)C1CCN(c2c(NCCCN(C)C3CCCCC3)c(=O)c2=O)CC1	0	-7	1	2	1	-1	12	-2	-2	8
CC(C)Cn1c(SCC(=O)N2CCOCC2)nc2ccccc2c1=O	5	0	6	6	0	1	8	1	0	6
O=C(Nc1ccccc1)Nc1nc2ncccn2c1-c1ccc(F)cc1	.	-4	-4	.	2	7	-13	-7	1	0
CC1CCCN(S(=O)(=O)c2coc(C(N)=O)c2)C1 (centres undefined)	-5	1	-2	0	0	1	5	2	-3	1
CCCc1[nH][nH]c(=O)c1C(c1ccc(Cl)cc1)C(C#N)C#N (centres undefined)	-10	-6	-2	-5	7	2	-19	-8	1	0
CCOC(=O)c1ccc(Oc2nc(N(C)C)nc(N3CCOCC3)n2)cc1	2	-4	2	-2	-9	1	0	4	-2	-8
O=C(Nc1cccc(O)c1)c1cccc(NC(=O)c2cccs2)c1	-5	-1	-5	-46	7	0	14	-2	0	-16
Cc1ccccc1NC(=O)COc1ccc2oc(=O)cc(C)c2c1	-10	5	8	0	-4	-2	-1	-2	1	-1
O=C1C(Cl)=C(NCCCO)C(=O)c2ccccc21	-5	-1	-7	4	-1	4	12	-17	3	6

Five entries picked at random from the list so far, as already listed:
SMILES	TCR CD3 inh	NPR2 activator	ABHD4 inh	HTRA1 inh	rCAG binder	LEDGF integ inh	TDP2 absorb	MBD2 DNA inh	PRMT1 inh	SIAE primary
CCCc1[nH][nH]c(=O)c1C(c1ccc(Cl)cc1)C(C#N)C#N (centres undefined)	-10	-6	-2	-5	7	2	-19	-8	1	0
O=C(C1CSC2(c3ccc(F)cc3)CCC(=O)N12)N1CCCCCC1 (centres undefined)	0	-4	-3	-7	-1	2	-2	2	0	-1
Cc1ccc(C23CC4CC(CC(NC(=O)NN)(C4)C2)C3)cc1	-3	0	-4	-26	-3	1	4	2	-2	2
COc1ccc(-n2c(SCC(=O)Nc3ccccc3-c3ccccc3)nnc2-c2ccccc2)cc1	.	-16	-13	.	8	0	-6	4	3	-11
CCCc1ncc(CN2CCCC(C(=O)Nc3ccc(-c4cccc(OC)c4)cc3)C2)cn1 (centres undefined)	3	1	-5	-22	0	0	6	0	-1	-9

An excerpt from above in order of the ABHD4 inh value, smallest number first:
molecule	TCR CD3 inh	NPR2 activator	ABHD4 inh	HTRA1 inh	LEDGF integ inh	TDP2 absorb	MBD2 DNA inh	PRMT1 inh	SIAE primary
COc1ccc(-n2c(SCC(=O)Nc3ccccc3-c3ccccc3)nnc2-c2ccccc2)cc1	.	-16	-13	.	0	-6	4	3	-11
COc1ccc(C(=O)N2CCC(C(=O)Nc3cccc(C)c3)CC2)cc1OC	4	0	-10	2	-3	4	-1	-2	10
CCOC(=O)C1CCN(c2c(NCCCN(C)C3CCCCC3)c(=O)c2=O)CC1	0	-7	1	2	-1	12	-2	-2	8

The main list resumes with the 3 entries that preceded the break.
SMILES	TCR CD3 inh	NPR2 activator	ABHD4 inh	HTRA1 inh	rCAG binder	LEDGF integ inh	TDP2 absorb	MBD2 DNA inh	PRMT1 inh	SIAE primary
O=C(Nc1cccc(O)c1)c1cccc(NC(=O)c2cccs2)c1	-5	-1	-5	-46	7	0	14	-2	0	-16
Cc1ccccc1NC(=O)COc1ccc2oc(=O)cc(C)c2c1	-10	5	8	0	-4	-2	-1	-2	1	-1
O=C1C(Cl)=C(NCCCO)C(=O)c2ccccc21	-5	-1	-7	4	-1	4	12	-17	3	6
COc1ccc2c(c1)CC/C2=N\NC(=O)c1ccccc1	1	2	0	1	4	-4	-10	5	3	-9
CCCOc1ccc(CNCCCOCC)cc1OC	12	1	16	-2	0	1	10	2	-2	-3
COc1cc(C(=S)N2CCOCC2)cc(OC)c1OC(=O)c1ccc(C)cc1	3	5	-4	-5	4	0	-14	-2	-1	-3
CSCCC(c1nc2ccccc2[nH]1)n1c(-c2ccc3ncccc3c2)nc2ccccc21 (centres undefined)	3	-24	-8	.	10	-1	0	-2	4	-5
Cc1ccc(NC(=O)Nc2cccc([N+](=O)[O-])c2)nc1	-2	-5	2	-8	-3	2	3	3	-1	-11
COc1ccccc1-c1cc(C(=O)NCc2cccs2)no1	3	0	-18	-18	-1	0	-6	6	1	-1
CCOc1ccccc1N1CCN(C(=O)c2c(CC)noc2C)CC1	2	1	-8	0	-4	5	-6	0	-6	-9
O=C(NC1C2CC3CC(C2)CC1C3)C1CCCCC1 (centres undefined)	11	8	-9	7	1	1	-26	3	0	-10
CC(C)(C)C(=O)Nc1ccc(NC(=O)C(C)(C)C)cc1	-3	5	-2	7	-1	-4	14	1	8	-3
CN(C)CCN(C(=O)/C=C/c1cccs1)c1nc2c(F)cc(F)cc2s1	11	-4	10	1	-2	3	-4	-1	0	-4
COC(=O)c1nc2cc3c(cc2c(C)c1C(=O)OC)OCO3	6	1	2	2	0	-3	-4	-2	-2	-6
COc1ccc(NC(=S)Nc2cccc(C)n2)cc1	5	-1	3	.	-1	1	-1	-1	-2	-1
Cc1ccccc1N1CCN(CCN2C(=O)CC(=C3c4ccccc4-c4ccccc43)C2=O)CC1	-2	-5	10	-7	15	0	-2	-6	1	-1
CN(C)S(=O)(=O)c1cccc(NC(=O)COC(=O)COc2ccc(Br)cc2)c1	-2	0	-2	2	4	2	10	3	-3	-4
COc1ccc(NC(=O)CC2C(=O)N(C)C(=S)N2Cc2cccs2)cc1 (centres undefined)	5	4	6	1	5	0	1	-7	0	8
Cc1ccc(S(=O)(=O)N2[C@@H](CO)CO[C@H]2CC(=O)c2cccc3ccccc23)cc1	6	2	-5	.	3	7	-8	4	-4	-12
CCC(C)NC(=O)c1cn(-c2cccc(OC)c2)c(=O)c2ccccc12 (centres undefined)	1	2	1	-1	-5	4	-9	4	-7	-6
CCCc1nc2c(c(=O)c3ccccc3n2C)c(=O)n1C1CCCCCC1	7	1	-14	-2	9	-7	-3	6	1	-3
NS(=O)(=O)c1ccc(NC(=S)Nc2nn(Cc3ccc(Cl)cc3Cl)cc2Cl)cc1	-1	-3	-5	-11	6	0	-6	1	3	-3
O=C(Nc1ccc(F)cc1)N(CCCN1CCOCC1)Cc1cc2cc3c(cc2[nH]c1=O)OCO3	-3	-2	-5	5	-1	2	-5	3	-1	0
COc1ccc(Nc2nc(-c3sc(C)nc3C)cs2)cc1	-5	-17	17	6	-4	-1	-3	1	-3	13
Cc1c(NC(=O)C(C)OC(=O)c2nc(Cl)ccc2Cl)c(=O)n(-c2ccccc2)n1C (centres undefined)	-12	8	4	1	-6	-4	1	-2	2	0
CCN(CCCNC(=O)C1CCN(S(=O)(=O)CC)CC1)c1ccccc1	2	1	2	2	-6	-2	9	-3	5	0
Cc1cc(C)cc(NC(=O)CSc2ccccc2)c1	7	-16	-7	-14	-4	3	1	-5	-4	3
CCSc1nnc(NC(=O)NC(C)(C(F)(F)F)C(F)(F)F)s1	7	0	-15	3	2	-5	-5	5	3	-4
CSc1ccccc1NC(=O)CN(C)Cc1ccc(Br)cc1	2	8	-16	-20	-3	1	-5	0	-2	-1
COc1ccc(S(=O)(=O)Nc2ccc(F)cc2F)cc1C(=O)N1CCOCC1	-3	2	-2	12	1	-3	3	-3	4	3
Clc1ccc(C2=NNC(=NCc3ccccc3)SC2)cc1	-10	-1	7	-32	8	5	-16	-6	3	-2
CC1=CCC(C(C)(C)NC(=O)c2ccccc2)C/C1=N\O (centres undefined)	6	-1	-8	-1	0	1	-19	-2	2	3
O=C(NCc1ccccc1)c1ccc(C(=O)NCc2ccccc2)cc1	3	-3	-3	-6	-1	1	10	3	-2	5

Some entries already given, showing only LEDGF integ inh.
SMILES | LEDGF integ inh
COc1ccc(NC(=O)CC2C(=O)N(C)C(=S)N2Cc2cccs2)cc1 (centres undefined) | 0
CC1=CCC(C(C)(C)NC(=O)c2ccccc2)C/C1=N\O (centres undefined) | 1

Screening data: PubChem, several laboratories
